# High-throughput results: PubChem, National Center for Advancing Translational Sciences (NCATS)
# Glioma ERSR ind: inducers of ER stress response in human glioma cells; U87-MG GRP78 promoter luciferase reporter, 16 h; Potency, µM, without a hit: at the top dose activation, usual class: activators; 420,000 compounds, 0.02% hits; further: potency means the concentration at half of the fitted maximal effect; series mostly up to about 76 µM; % of control where 0% means no effect; nearly all actives have a fitted effect of over 35% in size
#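 Stably transfected U87-MG human glioma cells carrying a GRP78-based luminescent sensor were seeded at 1000 cells/well, pin-dosed with compounds and incubated 16 h. Luciferase reagent was then added, and end-point luminescence was read after 10 min at room temperature.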
# Vif-APOBEC3G blk: blocks the Vif interaction with human APOBEC3G; AID 602310; 410,000 compounds, 0.076% hits; Potency, µM (series often up to 46.1 µM), without a hit: top-dose activity, negative = active, usual class: inhibitors; Q9HC16; HeLa A3G-eYFP + Vif (tagged APOBEC3G with the HIV-1 protein that degrades it), YFP fluorescence, overnight;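 further: potency means the concentration at half of the fitted maximal effect; on the % scale 0 is the no-effect control and ±100 the full control effect; nearly all actives have a fitted effect of over 60% in size; hits raise eYFP signal because A3G escapes Vif-driven loss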
#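 HeLa cells stably expressing Vif and C-terminally eYFP-tagged A3G, seeded overnight at 37 deg C, then exposed to compound by pintool overnight at 37 deg C. Rise in yellow fluorescence (Ex 488/Em 500-530, Acumen) marks blocked Vif-driven A3G degradation.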
# D1 PAM: potentiators of human D1 dopamine receptor; P21728; potentiation, % at 10 µM; 360,000 compounds, 0.036% hits; HEK293 TREx D1 cells, calcium flux, dopamine EC20 potentiation; AID 504651; in the data active means potentiation above about 30%; further: 0% is about no effect
# D1 ag: human D1 receptor agonism | activation, % at 2 µM | P21728 | 360,000 compounds, 1% hits | HEK293 T-REx D1 cells, calcium flux, agonist mode | AID 504660; in the data active means activation above about 30%; further: 0% is about no effect
#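 Inducible HEK293 T-REx D1 cells, force-coupled to calcium signalling, were plated at 4000 cells/well with tetracycline and held overnight at 30 C. After no-wash calcium dye loading, compound-evoked calcium rise over 180 s flagged agonists.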
# D1 antag: antagonists of human D1 dopamine receptor; HEK293 TREx D1 cells, calcium flux, dopamine EC80; stronger effect = lower value; activity change, negative = inhibition, % at 10 µM; 360,000 compounds, 3.2% hits; AID 504652; in the data active means activity change below about -30%; further: on the % scale 0 is the no-effect control and ±100 the full control effect
#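 Using tetracycline-induced force-coupled D1 Hek293 cells and a calcium dye, signals were followed for 180 s after compound, then for 180 s after EC80 dopamine, to detect inhibitors.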
# Vif-APOBEC3F blk: Vif-A3F binding inhibition; HeLa A3F-eYFP + Vif (tagged APOBEC3F with the HIV-1 protein that degrades it), YFP fluorescence increase; Potency, µM (series often up to 46.1 µM), for the others: at the highest dose activity, negative = active; 390,000 compounds, 0.2% hits; further: potency means the concentration at half of the fitted maximal effect; % of control where 0% means no effect; nearly all actives have a fitted effect of over 65% in size
#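 HeLa cells stably expressing Vif plus C-terminally eYFP-tagged A3F were seeded, incubated overnight at 37 deg C, dosed with compound, incubated overnight again at 37 deg C. Yellow fluorescence (Ex 488/Em 500-530) reported blocked Vif-mediated A3F-eYFP degradation.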
# D2 potentiator: positive allosteric modulators of human D2 dopamine receptor; P14416; HEK293 T-REx D2, calcium flux, EC20 dopamine potentiation; potentiation, % at 10 µM; 340,000 compounds, 0.34% hits;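 active means potentiation over 3 SD above the plate norm, cut at about 30% in these data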; further: 0% is about no effect
#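 Using a no-wash calcium dye in inducible, force-coupled HEK293 Trex cells expressing D2, we tracked fluorescence each second for 180 s after compound, then for 180 s after EC20 dopamine to detect augmented signalling.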
# RXFP1 antag: antagonists of human relaxin receptor RXFP1; HEK293-RXFP1, relaxin-stimulated cAMP HTRF, 30 min; stronger effect = lower value; AID 1259400; activity change, negative = inhibition, % at 57.5 µM; 350,000 compounds, 0.59% hits; Q9HBX9;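 active means activity change of -60% or lower, but not beyond a set lower limit; inconclusive means change between -60% and -40%, or beyond the set limit; inactive means change above -40%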; further: on the % scale 0 is the no-effect control and ±100 the full control effect
# Target sequence (Q9HBX9 whole entry, looked up): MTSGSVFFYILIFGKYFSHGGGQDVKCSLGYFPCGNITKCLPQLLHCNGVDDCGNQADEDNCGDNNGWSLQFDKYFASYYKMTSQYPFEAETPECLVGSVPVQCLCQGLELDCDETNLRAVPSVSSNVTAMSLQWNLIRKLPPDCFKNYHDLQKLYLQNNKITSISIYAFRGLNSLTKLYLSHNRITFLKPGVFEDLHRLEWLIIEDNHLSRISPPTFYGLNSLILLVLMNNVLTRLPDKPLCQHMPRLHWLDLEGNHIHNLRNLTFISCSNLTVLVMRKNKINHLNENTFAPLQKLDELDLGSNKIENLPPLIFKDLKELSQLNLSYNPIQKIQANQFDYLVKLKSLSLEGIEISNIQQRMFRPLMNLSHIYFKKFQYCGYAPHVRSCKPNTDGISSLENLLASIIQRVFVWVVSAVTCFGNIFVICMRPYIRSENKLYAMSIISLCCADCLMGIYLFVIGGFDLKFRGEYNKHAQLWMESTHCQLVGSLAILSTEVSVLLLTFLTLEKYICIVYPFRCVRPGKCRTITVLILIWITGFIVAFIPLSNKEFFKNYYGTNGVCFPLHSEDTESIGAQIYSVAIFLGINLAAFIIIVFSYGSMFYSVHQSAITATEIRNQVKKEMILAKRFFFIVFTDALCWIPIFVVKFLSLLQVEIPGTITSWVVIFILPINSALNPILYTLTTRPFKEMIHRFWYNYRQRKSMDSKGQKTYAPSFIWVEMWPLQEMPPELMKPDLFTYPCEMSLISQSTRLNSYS
# RXFP1 agonist: RXFP1 (human) receptor agonism; Q9HBX9; HEK293T-RXFP1 cAMP TR-FRET, 30 min; response scale: percent of porcine relaxin response, buffer zero; Potency, µM (doses to about 57.5 µM), for the others: at the highest dose activation, hits mostly activators; 370,000 compounds, 0.3% hits; AID 2676; further: potency means the concentration at half of the fitted maximal effect; on the % scale 0 is the no-effect control and ±100 the full control effect; nearly all actives have a fitted effect of over 60% in size; many of its hits are not listed in these tables
#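 HEK293T cells stably expressing RXFP1 were pretreated with the PDE4 inhibitor Ro 20174, exposed to compounds for 30 min at 37C, lysed, and cAMP was read by TR-FRET. Data normalized to buffer (basal) and 29 nM porcine relaxin (100%).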
# Starred values were filed as active, the others as inactive; ? = inconclusive; nt = not tested or not shown. Unless noted, the call rests on the fitted dose curve; in most records, active means well fitted curve in the direction sought with a large enough effect; inconclusive means small, poorly fitted or top-dose-only effect, or another doubt; inactive means no such curve, though single readings can be large; an effect the other way counts as inactive or inconclusive. This is a subset; rates above refer to the full screens.
# A first look (14 entries):
SMILES,Glioma ERSR ind,Vif-APOBEC3G blk,D1 PAM,D1 ag,D1 antag,Vif-APOBEC3F blk,D2 potentiator,RXFP1 antag,RXFP1 agonist
S=c1[nH]nc(-c2ccco2)n1/N=C/c1ccccc1,-9%,3%,1,2,-11,-9%,6,-16,6.0%
COc1cc(C(=O)Nc2ccc(S(=O)(=O)Nc3cnc4ccccc4n3)cc2)cc(OC)c1OC,32µM*,-4%,2,6,-8,0%,nt,-3,0.7%
CCC(C)n1c(-c2cc(OC)c(OC)c(OC)c2)nc2nc3ccccc3nc21 (configuration not stated),nt,nt,-6,4,-4,nt,28,nt,8.2%
COC(=O)c1cc(S(=O)(=O)Nc2cccc(OC)c2)cn1C,-5%,0%,0,9,-2,4%,8,nt,-0.1%
COc1ccccc1/C=C/C=C(\C#N)C(=O)NC(C)c1ccccc1 (configuration not stated),3%,-18%,-1,3,2,?,-16,-14,6.8%
Cc1cc(Cl)ccc1OCCCC(=O)NC1CCN(C)CC1,-1%,4%,-15,23,-42*,-14%,0,1,1.0%
O=C(Nc1ccccc1-c1nnc(SCc2ccc(Cl)cc2)o1)c1ccccc1,-4%,0%,-9,8,-10,-10%,-2,2,-0.4%
CC(C)CN(CCCNC(=O)CC1Oc2ccccc2NC1=O)CC(C)C (configuration not stated),-4%,-10%,-11,1,4,-9%,-6,-22,-0.2%
CC(C)CCNC(=O)c1ccc(-c2ccccc2)cc1,nt,nt,4,3,-2,nt,-2,nt,0.3%
CCCSc1nnc(NC(=O)Cc2ccc(OC)c(OC)c2)s1,-3%,0%,-4,6,-2,-3%,-2,-1,-0.8%
COc1ccc(OC)c(-n2nnnc2SCC(=O)Nc2ccccc2N2CCOCC2)c1,-4%,-2%,-2,0,-34*,0%,7,9,2.0%
Oc1c(CN2CCN(c3ccccc3)CC2)cc(Br)c2cccnc12,2%,1%,-3,0,-87*,?,-26,-7,3.1%
COc1ccc(N(CC(=O)N2CCc3ccccc3C2)S(C)(=O)=O)cc1Cl,-4%,1%,-2,2,-2,1%,2,-2,3.4%
O=C(C1CCCN(c2ncccn2)C1)N1CCc2ccccc21 (configuration not stated),-2%,0%,-1,0,0,-10%,12,21,2.2%

# This part in full, from the start:
SMILES,Glioma ERSR ind,Vif-APOBEC3G blk,D1 PAM,D1 ag,D1 antag,Vif-APOBEC3F blk,D2 potentiator,RXFP1 antag,RXFP1 agonist
S=c1[nH]nc(-c2ccco2)n1/N=C/c1ccccc1,-9%,3%,1,2,-11,-9%,6,-16,6.0%
COc1cc(C(=O)Nc2ccc(S(=O)(=O)Nc3cnc4ccccc4n3)cc2)cc(OC)c1OC,32µM*,-4%,2,6,-8,0%,nt,-3,0.7%
CCC(C)n1c(-c2cc(OC)c(OC)c(OC)c2)nc2nc3ccccc3nc21 (configuration not stated),nt,nt,-6,4,-4,nt,28,nt,8.2%
COC(=O)c1cc(S(=O)(=O)Nc2cccc(OC)c2)cn1C,-5%,0%,0,9,-2,4%,8,nt,-0.1%
COc1ccccc1/C=C/C=C(\C#N)C(=O)NC(C)c1ccccc1 (configuration not stated),3%,-18%,-1,3,2,?,-16,-14,6.8%
Cc1cc(Cl)ccc1OCCCC(=O)NC1CCN(C)CC1,-1%,4%,-15,23,-42*,-14%,0,1,1.0%
O=C(Nc1ccccc1-c1nnc(SCc2ccc(Cl)cc2)o1)c1ccccc1,-4%,0%,-9,8,-10,-10%,-2,2,-0.4%
CC(C)CN(CCCNC(=O)CC1Oc2ccccc2NC1=O)CC(C)C (configuration not stated),-4%,-10%,-11,1,4,-9%,-6,-22,-0.2%
CC(C)CCNC(=O)c1ccc(-c2ccccc2)cc1,nt,nt,4,3,-2,nt,-2,nt,0.3%
CCCSc1nnc(NC(=O)Cc2ccc(OC)c(OC)c2)s1,-3%,0%,-4,6,-2,-3%,-2,-1,-0.8%
COc1ccc(OC)c(-n2nnnc2SCC(=O)Nc2ccccc2N2CCOCC2)c1,-4%,-2%,-2,0,-34*,0%,7,9,2.0%
Oc1c(CN2CCN(c3ccccc3)CC2)cc(Br)c2cccnc12,2%,1%,-3,0,-87*,?,-26,-7,3.1%
COc1ccc(N(CC(=O)N2CCc3ccccc3C2)S(C)(=O)=O)cc1Cl,-4%,1%,-2,2,-2,1%,2,-2,3.4%
O=C(C1CCCN(c2ncccn2)C1)N1CCc2ccccc21 (configuration not stated),-2%,0%,-1,0,0,-10%,12,21,2.2%
Cc1ccc(NC(=O)CCS(=O)(=O)c2ccc(Br)cc2)c(C)c1,-2%,-2%,2,3,-9,0%,-7,-1,-0.4%
CN(Cc1c(O)ccc2c1oc(=O)c1ccccc12)C1CCCCC1,-2%,6%,-5,3,0,-16%,-16,21,29%
O=C(NCCc1ccc(Cl)cc1)C1CCCN1C(=O)Nc1ccccc1 (configuration not stated),-4%,3%,-3,1,5,0%,-14,3,0.0%
COc1cc(C(=O)Nc2ccc(C(F)(F)F)cc2)ccc1OCC(=O)N1CCOCC1,2%,-3%,-4,6,4,-9%,-4,-1,-0.6%
CCNc1ccc(C(=O)OCC)cc1NC(=O)c1cccc(S(=O)(=O)N2CCOCC2)c1,-3%,-4%,-7,2,-11,0%,-4,27,2.2%
O=C(NNC(=O)C(c1ccccc1)c1ccccc1)c1ccccn1,-8%,-11%,-1,4,12,-12%,-5,2,3.0%
O=C1c2ccccc2C(=O)N1CCC1=CCCCC1,4%,0%,-10,1,-25,-1%,-24,-11,-0.2%
COc1cc(C(C[N+](=O)[O-])c2c(C)cc3ccccn23)ccc1O (configuration not stated),-5%,?,3,4,1,-19%,21,-1,0.6%
COc1ccc(NC(=S)NN2CCOCC2)cc1OC,-5%,0%,-2,5,5,3%,-7,-2,-0.8%
CCCCc1nn2c(=O)cc(COC(=O)c3cccc(NC(=O)CCc4ccccc4)c3)nc2s1,-3%,-6%,0,-1,12,1%,-1,-5,0.8%
Cc1ccc(NC(=O)CCC(=O)NNC(=O)NC2CCCCC2)c(C)c1,-2%,7%,-4,0,-7,8%,7,0,-1.6%
O=C(O)c1ccc(Cl)cc1NC(=O)C1CCN(S(=O)(=O)c2cccs2)CC1,-5%,0%,nt,nt,nt,0%,nt,-1,nt
CC1CC(=O)Nc2ccccc2S1(=O)=O (configuration not stated),-5%,0%,-1,2,-32*,-10%,nt,-7,1.5%
Cn1c(SCc2ccc(Cl)cc2Cl)nc(C(F)(F)F)cc1=O,-4%,-1%,1,2,14,-5%,0,nt,-0.5%
CC(=O)N/C(=C\c1ccccc1)C(=O)NCC(=O)O,-6%,1%,-9,2,-5,5%,4,-11,-0.8%
CCC(=O)Nc1cccc(-c2nc3ccc(C)cc3o2)c1,-3%,-13%,-3,1,3,13%,nt,?,4.3%
CCN(CC)C(=O)c1nc[nH]c1C(=O)N1CCc2ccccc2C1,0%,-7%,-2,-2,nt,4%,-8,nt,0.0%
S=C(NN=Cc1ccccn1)N(Cc1ccccn1)Cc1ccccn1,0%,-5%,nt,nt,nt,7%,nt,-9,nt
CCc1nc2ccc(C(=O)N(C)CC(=O)Nc3cccc(F)c3)cc2nc1CC,-2%,-13%,-3,0,8,-4%,-14,4,1.9%
O=C(COc1ccc(Cl)cc1)N1CCCC1,4%,0%,-11,-2,0,-1%,5,2,2.1%
COc1ccc(C(=O)Cc2cc3cccc(OC)c3oc2=O)cc1,1%,4%,-2,3,-6,-9%,-9,2,3.5%
Cc1cccc(C(C)C)c1NC(=O)COC(=O)CN1C(=O)C2CC=CCC2C1=O (configuration not stated),1%,0%,6,2,-13,-18%,5,-1,-0.1%
N#Cc1ccc(OCC(=O)N/N=C2/CC(c3ccccc3)Oc3ccccc32)cc1 (configuration not stated),-1%,0%,-5,5,-2,?,2,6,2.3%
CC1Cc2cc(/C(O)=C3/C(=O)C(=O)N(CCN4CCOCC4)C3c3cccc(O)c3)ccc2O1 (configuration not stated),2%,4%,-2,1,-3,3%,7,7,7.0%
COc1ccccc1N1CCN(C(=O)c2cc3c(=O)n(C)c4ccccc4c3n2C)CC1,-3%,0%,-2,0,-13,-3%,-16,-5,2.2%
COc1cc(C(=O)OCCCc2cc3ccccc3c(=O)o2)cc(OC)c1OC,-3%,1%,-1,-4,nt,0%,-2,nt,2.0%
CCSCc1nnc(SCC(=O)Nc2ccc(F)cc2)n1CC,-2%,-3%,5,0,7,-1%,-6,14,0.1%
O=C(c1cc2cc(F)ccc2[nH]1)N1CCc2ccccc2C1,12%,-2%,-2,-1,-19,-3%,nt,-11,0.5%
O=C(Cc1ccccc1F)Nc1ccc(S(=O)(=O)N2CCCCC2)cc1,-5%,0%,4,14,-22,2%,21,2,-2.6%
COCCCNC(=O)c1ccc(CS(=O)(=O)c2cccc(C(F)(F)F)c2)o1,7%,1%,-2,3,25,0%,-6,-1,-0.1%
COC(=O)Nc1ccccc1C(=O)N1CCCCC1,1%,-1%,-2,0,0,-3%,5,-9,-1.0%
CC(C)(C)NC(=O)C1Cc2ccccc2CN1C(=O)Nc1cccc(Cl)c1 (configuration not stated),0%,-3%,-9,2,-4,9%,-11,4,-1.8%
O=c1cc2c(nn1Cc1cccc([N+](=O)[O-])c1)-c1ccccc1CC2,-3%,1%,-1,5,27,5%,-2,-1,0.6%
COc1ccc(Cn2c(CCC(=O)NCc3cccc(Cl)c3)nc3cccnc32)cc1,-3%,0%,4,3,13,-13%,29,-9,-1.0%
